APOBEC3A inh – blocks human APOBEC3A ssDNA deamination. recombinant A3A, FAM/TAMRA ssDNA deamination fluorescence. inhibition, % at 20 µM. 330,000 compounds, 0.41% hits;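 active = at least 40% inhibition at 20 µM here, with at most 30% in a related deaminase screen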;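 note: plate controls were A3A with DMSO for no effect and wells lacking A3A enzyme for full effect; some results filed as inactive read as strong as hits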
A3G deaminase – blocks human APOBEC3G single-stranded DNA deamination. Q9HC16. recombinant A3G, ssDNA deamination FAM/TAMRA fluorescence. inhibition, % at 20 µM. 330,000 compounds, 0.28% hits. AID 493012;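 active = inhibition of at least 40% at 20 µM, with no more than 30% in the related APOBEC3A deaminase screen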;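 note: plate controls were DMSO wells with A3G for no effect and wells lacking A3G enzyme for full effect; some compounds called inactive have numbers as strong as hits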
CCR6 antagonist – CCR6 (human) receptor antagonism. P51684. CHO-K1 CCR6 PathHunter beta-arrestin, luminescence, CCL20-stimulated. 340,000 compounds, 0.49% hits. inhibition, % at 20 µM;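 active = compounds whose inhibition of the agonist-driven luminescence signal at 20 µM reaches about 50%, limit read from the data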;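 note: cells stimulated with CCL20 at 14 nM final; plate controls were DMSO with CCL20 for no effect and DMSO without agonist for full effect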
Target sequence (P51684 whole entry, looked up): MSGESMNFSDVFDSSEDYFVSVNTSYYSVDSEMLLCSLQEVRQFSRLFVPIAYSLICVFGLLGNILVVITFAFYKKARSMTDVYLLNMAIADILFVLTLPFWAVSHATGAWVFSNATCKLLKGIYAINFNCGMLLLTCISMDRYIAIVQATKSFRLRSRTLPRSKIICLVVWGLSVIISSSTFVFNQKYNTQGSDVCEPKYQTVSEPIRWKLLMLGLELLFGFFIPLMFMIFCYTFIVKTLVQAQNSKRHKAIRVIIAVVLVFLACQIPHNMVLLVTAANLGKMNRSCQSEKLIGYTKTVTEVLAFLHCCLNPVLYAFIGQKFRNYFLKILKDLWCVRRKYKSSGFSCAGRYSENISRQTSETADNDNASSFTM
EBI2 antag – blocks human EBI2 receptor beta-arrestin signaling; P32249; inhibition, % at 5 µM; EBI2 beta-arrestin recruitment, luminescence, 7a,25-OHC stimulated; 360,000 compounds, 0.81% hits; in the data active = inhibition above about 38%;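 note: enzyme fragment complementation signal reports receptor beta-arrestin coupling in cells; 0% = agonist plus DMSO wells and 100% = wells without agonist; some results beyond the cut were filed as inactive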
Target sequence (P32249 whole entry, looked up, the tested form may be a part): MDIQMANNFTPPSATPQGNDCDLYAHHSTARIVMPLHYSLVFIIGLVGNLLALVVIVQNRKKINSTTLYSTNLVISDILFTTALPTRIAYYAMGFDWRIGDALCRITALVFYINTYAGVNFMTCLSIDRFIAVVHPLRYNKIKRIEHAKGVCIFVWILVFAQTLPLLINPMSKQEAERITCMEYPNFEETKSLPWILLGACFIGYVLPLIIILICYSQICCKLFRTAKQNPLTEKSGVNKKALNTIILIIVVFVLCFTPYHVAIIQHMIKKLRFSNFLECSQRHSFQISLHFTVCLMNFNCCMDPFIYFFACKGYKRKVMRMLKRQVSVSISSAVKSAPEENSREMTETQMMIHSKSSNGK
MPTP inh – inhibitors of mitochondrial permeability transition pore. isolated mouse mitochondria, Ca2+ swelling absorbance, 30 min. inhibition, % at 10 µM. 360,000 compounds, 1.4% hits;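 active = inhibition of 50% or more, scaled per plate between neutral and stimulator controls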;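 note: 0% = DMSO wells given calcium and 100% = 1 mM EGTA wells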
NR3A LBD binder – modulators (binders) of human NR3A ligand-binding domain | NR3A LBD differential scanning fluorimetry, Tm shift; 0% = protein alone, 100% = glycine-bound protein | 340,000 compounds, 2.5% hits | AID 1259313 | Tm shift relative to glycine control, % at 25 µM;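 active = melting temperature shift of at least 10% of the positive control shift, at one fixed dose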
CXCR6 inh – CXCR6 (human) receptor inhibition; O00574; CHO-K1 PathHunter CXCR6 beta-arrestin, luminescence; inhibition, % at 20 µM; 360,000 compounds, 0.36% hits; in the data active = inhibition above about 34%, passing the limit was not always enough;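 note: antagonist mode with CXCL16 agonist at 10 nM final; 0% = 10 nM CXCL16 with DMSO and 100% = unstimulated wells without agonist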
Target sequence (O00574 whole entry, looked up): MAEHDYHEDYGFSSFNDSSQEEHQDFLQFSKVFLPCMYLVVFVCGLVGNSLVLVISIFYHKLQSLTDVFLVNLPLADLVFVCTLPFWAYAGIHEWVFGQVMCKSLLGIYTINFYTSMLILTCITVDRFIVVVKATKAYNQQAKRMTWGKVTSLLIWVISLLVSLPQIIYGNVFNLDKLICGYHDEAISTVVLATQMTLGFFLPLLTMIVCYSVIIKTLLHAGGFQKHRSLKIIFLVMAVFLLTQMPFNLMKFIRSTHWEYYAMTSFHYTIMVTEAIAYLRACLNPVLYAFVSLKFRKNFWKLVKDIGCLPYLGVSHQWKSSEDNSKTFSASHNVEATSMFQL
Gli-Sufu antag – antagonists of Gli-Sufu signaling | Sufu-KO-LIGHT fibroblasts, Gli luciferase reporter luminescence | inhibition, % at 5 µM | 340,000 compounds, 0.74% hits;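 active = inhibition above about 55%, limit read from the data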;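 note: 0% = DMSO-treated cells and 100% = wells with medium but no cells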
An asterisk follows results filed as active; x = not tested or not shown.

Values in the order: APOBEC3A inh	A3G deaminase	CCR6 antagonist	EBI2 antag	MPTP inh	NR3A LBD binder	CXCR6 inh	Gli-Sufu antag
- O=C(Nc1ccccc1)Nc1cccc(Cl)c1Cl
    -2	-7	10	-5	93*	3	-15	-8
- CCOc1ccc(/C=C/C(=O)Oc2ccc(OC)cc2)cc1
    0	0	-6	29	0.2	-2	4	-1
- CCCn1c(=O)c(C(=O)NNC(=O)Cc2ccccc2)c(O)c2ccccc21
    1	-3	-4	-3	0.3	3	2	-1
- CCOC(=O)C1CCCN(C2CC(=O)N(c3ccccc3)C2=O)C1 (centres undefined)
    1	5	0	-10	-2.1	2	-20	1
- CCOC(=O)C1CCN(C(=O)/C(C)=C\c2ccccc2)CC1
    -3	-6	16	18	-0.3	-3	6	11
- CCn1ncc(Br)c1C(=O)Nc1sc2c(c1C(N)=O)CCC2
    1	7	-4	2	2.4	-2	5	36
- O=C(c1ccccc1)c1ccc(OCC(O)CNCc2ccc(F)cc2)cc1 (centres undefined)
    x	x	2	-5	1.3	-1	-1	2
- O=[N+]([O-])c1cccc(S(=O)(=O)N2CCCCC2c2cccnc2)c1 (centres undefined)
    -1	-10	8	0	0.5	-1	-6	4
- CN(CCc1ccccc1)C1CCCN(S(=O)(=O)c2cccc(F)c2)C1 (centres undefined)
    -4	-7	7	6	0.1	1	3	13
- O=Cc1ccc(OCC(=O)Nc2ccccc2C(F)(F)F)cc1
    2	-9	1	-3	2.4	0	9	1
- CCN(CC)c1ccc(/C=N/N2CCN(Cc3ccccc3Cl)CC2)cc1
    -6	-5	23	31	1.2	0	-2	-15
- COC(=O)c1sccc1NC(=O)COc1ccc(C)cc1
    -4	-11	14	-1	0.1	-1	-2	-23
- COc1ccc(-c2csc(NC(C)c3nc4cc(C(=O)NCCCO)ccc4n3Cc3ccc(C)cc3)n2)cc1 (centres undefined)
    -4	-7	7	-5	-0.2	-10	19	-3
- O=C(NCC(=O)N1CCCCC1)c1ccc2ccccc2c1
    7	-1	3	3	-0.4	1	-11	-37
- CCOc1cc(N2CCOCC2)c(OCC)cc1NC(=O)c1cnccn1
    -3	-4	-7	8	1.0	0	-1	9
- COc1ccc(-c2nc(CS(=O)CC(=O)NCc3ccco3)c(C)o2)cc1OC (centres undefined)
    -1	7	-5	13	0.5	-1	-11	5
- Cc1ccc(C)c(NC(=O)c2cc[n+](C)cc2)c1
    79*	9	-14	1	0.6	0	-2	22
- C=C(C)COC(=O)c1ccccc1C(=O)OCC1(C)CO1 (centres undefined)
    x	x	9	11	0.1	-1	0	0
- Cc1oc2c(c(C)cc3oc(=O)c(CC(=O)NCC(=O)NCC(=O)NCC(C)O)c(C)c32)c1C (centres undefined)
    0	-4	12	-4	-1.1	2	0	-1
- CC(=O)c1cc(C(=O)N2CCCC(C(=O)c3ccc(Cl)cc3)C2)cs1 (centres undefined)
    -3	1	-1	9	-1.2	-1	-3	1
- O=C(CNC(=O)c1ccccc1)OCC(=O)c1cccs1
    4	-1	-2	2	-1.8	-5	4	-4
- CCOC(=O)c1c(NC(=S)Nc2ccc(Cl)cc2)sc(C)c1C
    x	x	12	4	0.9	2	1	-13
- CC1CCCN(C(=O)COC(=O)Cn2cnc3ccccc32)C1 (centres undefined)
    -2	-4	4	-4	-0.3	1	8	3
- COC(=O)[C@@H](Cc1c[nH]c2ccccc12)NC(=O)CCC(=O)c1ccc(Br)cc1
    1	-5	7	20	0.5	-3	2	-3
- O=C(Nc1cccc(Cl)c1N1CCOCC1)c1ccc(Br)o1
    -3	-5	28	21	-0.5	3	3	0
- CC(=O)c1ccc(OC(C)C)c(CN2CCCCC2)c1
    -7	-4	25	2	-1.3	-6	13	-8
- Cc1nc(C)n(CC(O)COc2ccc3ccccc3c2)n1 (centres undefined)
    -1	-4	-16	2	2.5	-2	-2	0
- COc1ccc(Cl)cc1NC(=O)CN(C)CC(=O)N1CC(=O)Nc2ccccc21
    1	-3	-3	-17	-1.0	-1	6	-12
- CSc1sc(C)cc1C1C(C#N)=C(N)N(c2cccnc2)C2=C1C(=O)CCC2 (centres undefined)
    -4	-7	6	-26	-1.2	-1	-2	30
- CC(C)CN(C(=O)Cn1c(=O)cnc2ccccc21)C1CCS(=O)(=O)C1 (centres undefined)
    -3	-11	4	4	-1.8	1	-6	-6

3 entries out of the list above, arranged by the value under MPTP inh, largest number first.
smiles,APOBEC3A inh,A3G deaminase,CCR6 antagonist,EBI2 antag,MPTP inh,NR3A LBD binder,CXCR6 inh
Cc1nc(C)n(CC(O)COc2ccc3ccccc3c2)n1 (centres undefined),-1,-4,-16,2,2.5,-2,-2
CCN(CC)c1ccc(/C=N/N2CCN(Cc3ccccc3Cl)CC2)cc1,-6,-5,23,31,1.2,0,-2
CCOC(=O)C1CCN(C(=O)/C(C)=C\c2ccccc2)CC1,-3,-6,16,18,-0.3,-3,6

New compounds follow
Values in the order: APOBEC3A inh	A3G deaminase	CCR6 antagonist	EBI2 antag	MPTP inh	NR3A LBD binder	CXCR6 inh	Gli-Sufu antag
- COc1ccc(/C=c2\s/c(=C/C(=O)c3ccc(C)cc3)[nH]c2=O)c(OC)c1
    -4	-6	24	9	2.8	6	14	-1
- O=C1Nc2c(c(=O)[nH]c(=O)n2-c2ccccc2)C(C(F)(F)F)(C(F)(F)F)N1
    0	-4	-8	-10	-0.7	-2	30	4
- Cc1ccc(N(C(=O)CNC(=O)c2ccco2)C(C(=O)NC2CCCC2)c2ccncc2)cc1C (centres undefined)
    4	-4	8	-5	-1.1	0	4	-15
- Cc1ccc(C(=O)Cn2nnc(-c3ccccc3)n2)cc1
    -2	-6	-5	0	4.1	4	-8	-4
- CC(C)(C)OC(=O)N(CCc1ccccc1)Cc1cccc(OCc2cccc(NC(=O)c3ccccc3)c2)c1
    x	x	5	12	0.0	1	8	28
- Cc1cc(OCC(=O)Nc2cccnc2)c2c(C)c(C)c(=O)oc2c1
    3	0	1	0	-0.5	0	1	8
- Cc1cccc(C)c1C(=NCCCN(C)C)c1ccccc1
    -2	-4	-5	-8	0.8	1	9	5
- O=C(c1ccccc1)N1CCC(=O)N(C(CO)Cc2ccccc2)CC1 (centres undefined)
    3	-9	5	-1	0.3	-5	23	-10
- COCCCNC(=O)c1cc(S(=O)(=O)N2CCOCC2)ccc1SCc1cccc(OC)c1OC
    -2	-1	4	8	-0.3	0	-2	-14
- C[C@@H]1CC[C@]2(C(=O)O)CC[C@]3(C)C(=CCC4[C@]56CC[C@@](O)(OC5)C(C)(C)C6CC[C@]43C)C2[C@H]1C (some centres undefined)
    5	-1	-11	3	-2.6	-3	-4	-5
- CCN(CC1CCCN(CCc2cccc(F)c2)C1)C(=O)c1cc(C)oc1C (centres undefined)
    -4	-3	7	11	-1.8	0	7	24
- COC(=O)c1ccc(NC(=O)C(=O)N2CCN(C(=S)Nc3cccc(C)c3C)CC2)cc1
    3	0	-13	-6	-0.9	6	-10	-1
- O=C(c1ccc(OC2CCN(C/C=C/c3ccc(F)cc3)CC2)cc1)N1CCCCC1
    3	2	8	2	0.0	0	5	8
- CCOC(=O)c1[nH]n(-c2ccc(Cl)cc2)c(=O)c1C
    -6	-10	5	-1	0.3	1	-1	-1
- N#Cc1ccccc1Oc1ccccc1C=O
    0	-2	2	-14	-1.8	0	-4	-4
- CCC1([N+](=O)[O-])COC(c2ccc(OC)cc2)OC1 (centres undefined)
    x	x	18	-6	0.7	-1	-1	4
- Cc1ccc(NC(=O)COC(=O)/C=C/c2c(C)nn(-c3ccc(F)cc3)c2Cl)cc1F
    -1	-10	19	-10	5.6	5	16	-5
- COc1cc(/C=C2\SC(=S)N(CCC(=O)N3CCCCC3)C2=O)cc(OC)c1OC
    0	-8	4	-8	-0.4	1	0	29
- O=C(c1ccc2ccccc2c1)N1CCOCC1
    1	-3	2	-1	-0.9	-1	-13	9
- CN(C)c1oc(-c2ccco2)nc1S(=O)(=O)c1ccc(Br)cc1
    -2	-4	-1	-6	0.5	1	0	3
- O=C(c1cc2ccccc2oc1=O)N1CCN(c2ccc(N3CCOCC3)nn2)CC1
    0	4	-2	-4	-1.6	0	3	-4
- CCc1nc2ccccc2n(CCOCCOCCn2c(=O)c(CC)nc3ccccc32)c1=O
    -3	0	7	-12	0.3	-4	4	3
- O=C(NCc1ccccc1F)C(=O)NCC1CCCN1S(=O)(=O)c1cccs1 (centres undefined)
    -3	-7	12	4	0.7	0	14	-6
- CCOc1ccc(N/C=C/C(=O)c2ccc(OC)cc2)c([N+](=O)[O-])c1
    -8	-8	21	19	10	20*	15	-81
- Cc1ccccc1-n1nc2c(c1NC(=O)c1ccc3c(c1)OCO3)CS(=O)(=O)C2
    -5	-7	5	-6	-0.1	-1	-2	-8
- C=CCc1ccccc1OCC(O)CN1CCN(c2ccc(C)cc2)CC1 (centres undefined)
    -2	-2	7	3	1.9	-32	-4	-2
- COc1ccc(-c2csc3nc(C(C)(C)C)oc(=O)c23)cc1OC
    0	3	1	2	0.7	0	7	5
- Cc1onc(-c2ccccc2)c1C(=O)NCCc1ccc(Cl)cc1
    -6	-10	11	1	-6.2	4	12	3
- CC(NC(=O)CCc1nnc(-c2ccccc2)o1)c1ccccc1 (centres undefined)
    0	0	-1	-9	1.8	0	-1	2
- COc1ccc(NC(=O)c2cccc3c(Br)cccc23)cc1
    -4	-10	8	3	3.1	3	-5	-2

As entered above:
`CC(C)CN(C(=O)Cn1c(=O)cnc2ccccc21)C1CCS(=O)(=O)C1` (centres undefined) – CXCR6 inh = -6
`CCOC(=O)c1[nH]n(-c2ccc(Cl)cc2)c(=O)c1C` – CCR6 antagonist = 5
`O=C(Nc1cccc(Cl)c1N1CCOCC1)c1ccc(Br)o1` – NR3A LBD binder = 3
`COc1ccc(-c2nc(CS(=O)CC(=O)NCc3ccco3)c(C)o2)cc1OC` (centres undefined) – Gli-Sufu antag = 5
`O=C(NCc1ccccc1F)C(=O)NCC1CCCN1S(=O)(=O)c1cccs1` (centres undefined) – MPTP inh = 0.7
`CCOC(=O)C1CCN(C(=O)/C(C)=C\c2ccccc2)CC1` – NR3A LBD binder = -3
`COc1ccc(/C=c2\s/c(=C/C(=O)c3ccc(C)cc3)[nH]c2=O)c(OC)c1` – APOBEC3A inh = -4

Later entries:
Values in the order: APOBEC3A inh	A3G deaminase	CCR6 antagonist	EBI2 antag	MPTP inh	NR3A LBD binder	CXCR6 inh	Gli-Sufu antag
- O=C(CSc1nnc2ccc(-c3cccnc3)nn12)Nc1ccc(F)cc1F
    -6	-8	-9	9	0.8	-5	1	-35
- O=C(NCCc1ccc(Cl)cc1)c1ncn[nH]1
    5	2	-3	4	-0.1	-1	-1	-5
- CCN(C(=O)CN1C(=S)NC(C)(C)CC1C)c1ccc(C)c(C)c1 (centres undefined)
    0	-1	7	-1	0.4	2	0	6
- Cc1nn(C(C)C(=O)NCCN2CCCCCC2)c(=O)c2nn(-c3ccccc3)c(C)c12 (centres undefined)
    -1	-3	14	-4	-2.0	0	1	20
- CCCCCC(=O)NC(NC(=S)Nc1ccc(S(N)(=O)=O)cc1)C(Cl)(Cl)Cl (centres undefined)
    1	-1	8	0	21	2	-3	10

One compound at a time (already shown):
CC1CCCN(C(=O)COC(=O)Cn2cnc3ccccc32)C1 (centres undefined) is entered as APOBEC3A inh = -2; A3G deaminase = -4; CCR6 antagonist = 4; EBI2 antag = -4; MPTP inh = -0.3; NR3A LBD binder = 1; CXCR6 inh = 8; Gli-Sufu antag = 3
Cc1cc(OCC(=O)Nc2cccnc2)c2c(C)c(C)c(=O)oc2c1 is entered as APOBEC3A inh = 3; A3G deaminase = 0; CCR6 antagonist = 1; EBI2 antag = 0; MPTP inh = -0.5; NR3A LBD binder = 0; CXCR6 inh = 1; Gli-Sufu antag = 8
COC(=O)c1sccc1NC(=O)COc1ccc(C)cc1 is entered as APOBEC3A inh = -4; A3G deaminase = -11; CCR6 antagonist = 14; EBI2 antag = -1; MPTP inh = 0.1; NR3A LBD binder = -1; CXCR6 inh = -2; Gli-Sufu antag = -23

Screening data: PubChem, Sanford-Burnham Center for Chemical Genomics
